Screens from PubChem BioAssay.
KKLEB cytotox: counter-screen for CF NF-kB inhibitors: cytotoxicity. KKLEB CF airway cells viability, ATPlite luminescence, overnight; active compounds read low; cells stimulated with P. aeruginosa culture filtrate. activity change (cytotoxicity), % at 5 µM. 0.36% of 360,000 active;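 active = corrected activity change at or below -50% at 5 µM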
Vif inh: HIV Vif inhibition; HEK293T cells, Vif self-association by quenched fluorescence, imaging, 24 h; 0.35% of 340,000 active; inhibition, % at 7.49 µM; in the data active = inhibition above about 50%, passing the limit was not always enough; note: some results filed as inactive read as strong as hits
NR2E3 ag-1: agonists of human nuclear receptor NR2E3; AID 2300; Q9Y5X4; 0.12% of 320,000 active; GST-NR2E3/biotin-RetCOR TR-FRET, 1536-well; inhibition of corepressor binding, % at 4.78 µM;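 active = percent inhibition above the cutoff of mean plus 3 SD of all tested compounds, set per screening campaign, cut at about 20% in these data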;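 note: 0% = DMSO wells and 100% = biotin wells as full block of FRET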
Target sequence (Q9Y5X4 whole entry, looked up): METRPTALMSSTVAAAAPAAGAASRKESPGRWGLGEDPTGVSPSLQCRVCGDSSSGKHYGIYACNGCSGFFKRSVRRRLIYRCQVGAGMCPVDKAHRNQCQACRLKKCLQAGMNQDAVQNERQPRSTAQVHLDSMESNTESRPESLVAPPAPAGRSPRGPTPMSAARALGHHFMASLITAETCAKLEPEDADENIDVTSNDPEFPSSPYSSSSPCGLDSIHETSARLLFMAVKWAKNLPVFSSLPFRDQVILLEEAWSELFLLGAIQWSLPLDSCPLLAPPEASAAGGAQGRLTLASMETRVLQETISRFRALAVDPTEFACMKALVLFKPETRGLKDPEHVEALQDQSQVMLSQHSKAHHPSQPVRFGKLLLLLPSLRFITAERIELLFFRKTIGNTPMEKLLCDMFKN
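Material: NR2E3–RetCOR corepressor complex / Incubation: Compound–protein incubation for 5 h at 4 °C / Dosing: compound at 4.8 µM, single dose / Detection: time-resolved FRET / Benchmarks: high control biotin, low control 0.6% DMSO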
MITF TRPM1 inh: MITF TRPM1 promoter inhibition in SK-MEL-5 cells; SK-MEL-5 TRPM1 promoter luciferase, 24 h; inhibition, % at 12.5 µM; 0.83% of 330,000 active; AID 488899;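 active = mean inhibition across replicates of 60% or more, whatever share of single replicates reaches that level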; note: values of inactives mirror those of a sister screen read the other way
NR2E3 ag-2: activates human NR2E3 receptor. Q9Y5X4. CHO-S Gal4-NCOR/VP16-NR2E3 two-hybrid, luciferase. inhibition of corepressor binding, % at 3.98 µM. 0.35% of 360,000 active. AID 602229;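 active = inhibition above the mean of all tested compounds plus 3 SD, cut at about 70% in these data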;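 note: 0% = DMSO with NR2E3 transfected cells and 100% = cells lacking NR2E3 construct; higher means lower luciferase signal from less NR2E3 corepressor binding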
CF NFkB block: blocks PAF-induced NF-kB reporter in cystic fibrosis cells | inhibition, % at 5 µM | 0.86% of 360,000 active | KKLEB NF-kB-GFP reporter, GFP fluorescence overnight;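 active = at least 50% inhibition at 5 µM, scaled per plate between neutral and stimulator controls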;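 note: PAF is a Pseudomonas aeruginosa culture filtrate used as stimulus; plate controls were PAF-stimulated DMSO wells for no effect and unstimulated DMSO wells for full effect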
Shn3 inh set2: reduces Shn3 3'UTR luciferase signal in osteoblasts | 0.52% of 360,000 active | Clone20 osteoblast Shn3 3'UTR firefly luciferase, 24 h | inhibition, % at 12.5 µM;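 active = mean inhibition of at least 75% with every replicate also reaching 75%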;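 note: 0% = median of neutral control wells and 100% = pilot-screen positive control compound; some compounds past the cut are filed as inactive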
HIF-2a block: inhibitors of HIF-2a. 786-0 RCC cells HIF-2a reporter, luciferase luminescence, overnight. 0.72% of 360,000 active. AID 624352. inhibition, % at 18.8 µM;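 active = inhibition of the luminescence signal of 40% or more relative to plate controls, in a single-dose primary screen at 18.75 µM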
PDI turbidity: blocks human protein disulfide isomerase activity. P07237. PDI insulin aggregation turbidity, A650, 90 min. inhibition, % at 10 µM. 0.052% of 350,000 active. AID 588391;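 active = mean inhibition across replicates of 30% or more, whatever share of single replicates reach that level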;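 note: absorbance from insulin aggregation driven by PDI reduction with DTT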
Target sequence (P07237 whole entry, looked up): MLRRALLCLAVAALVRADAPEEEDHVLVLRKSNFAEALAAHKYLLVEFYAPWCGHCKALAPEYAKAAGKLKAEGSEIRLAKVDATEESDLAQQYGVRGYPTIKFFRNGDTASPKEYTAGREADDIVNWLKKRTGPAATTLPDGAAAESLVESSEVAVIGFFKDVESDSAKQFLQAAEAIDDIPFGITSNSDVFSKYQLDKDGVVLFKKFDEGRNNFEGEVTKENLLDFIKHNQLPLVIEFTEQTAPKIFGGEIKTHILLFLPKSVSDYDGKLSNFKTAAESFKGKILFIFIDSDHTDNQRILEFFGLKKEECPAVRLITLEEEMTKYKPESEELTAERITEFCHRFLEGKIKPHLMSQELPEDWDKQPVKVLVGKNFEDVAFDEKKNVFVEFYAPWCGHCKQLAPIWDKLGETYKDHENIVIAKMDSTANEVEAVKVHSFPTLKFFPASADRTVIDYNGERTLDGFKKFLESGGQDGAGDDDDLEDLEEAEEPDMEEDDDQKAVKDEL
CaV13 ICDI inh: Primary screen for inhibitors of IQ motif and Ca2+-dependent inactivation inhibitor domain binding in CACNA1D, Förster resonance energy transfer in living cells, …; 0.098% of 340,000 active; inhibition, % at 12.3 µM; HEK cells, CFP/YFP FRET ICDI-IQ, plate reader, 10 min; percent FRET-ratio fall versus neutral wells;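 active = mean replicate inhibition of at least 30% and at least 1% of replicates passing that level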;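 note: 0% = median of the neutral control wells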
Peg3 prom inh: Peg3 promoter activity inhibition; HeLa PEG-Prom luciferase reporter, luminescence, overnight; inhibition, % at 20 µM; 1.7% of 360,000 active; AID 588405;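 active = inhibition of at least 50% at 20 µM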
* hit, by the source's call. Compounds were not picked by outcome; about 3.3% have a hit in one of these screens.

Results for CC(=O)Nc1ccc(NC(=O)c2ccc(NS(=O)(=O)c3cc(C(C)(C)C)ccc3C)cc2)cc1 ?
KKLEB cytotox: -7; Vif inh: 4; NR2E3 ag-1: 0; MITF TRPM1 inh: 4; NR2E3 ag-2: 21; CF NFkB block: -31; Shn3 inh set2: 3; HIF-2a block: 22; PDI turbidity: 10; CaV13 ICDI inh: 3; Peg3 prom inh: 13

How did COc1ccc(NC(=O)C(NC(=O)CNC(C)=O)c2ccc(C)cc2)cc1 (configuration not stated) do in these assays?
KKLEB cytotox: 5; Vif inh: -2; NR2E3 ag-1: 0; MITF TRPM1 inh: 14; NR2E3 ag-2: 4; CF NFkB block: -1; Shn3 inh set2: 6; HIF-2a block: 11; PDI turbidity: -3; CaV13 ICDI inh: -4; Peg3 prom inh: -8

What do the screens show for `CC(OC(=O)COc1ccc(C#N)cc1)C(=O)c1ccccc1` (configuration not stated)?
KKLEB cytotox: -13; Vif inh: -3; NR2E3 ag-1: 6; MITF TRPM1 inh: -6; NR2E3 ag-2: 6; CF NFkB block: 0; Shn3 inh set2: 0; HIF-2a block: 9; PDI turbidity: -10; CaV13 ICDI inh: -16; Peg3 prom inh: -12

What do the screens show for `COC(=O)c1cc(NS(=O)(=O)c2cccs2)cc(NS(=O)(=O)c2cccs2)c1`?
KKLEB cytotox: 2; Vif inh: -13; MITF TRPM1 inh: 2; NR2E3 ag-2: -3; CF NFkB block: 0; Shn3 inh set2: 0; HIF-2a block: 11; PDI turbidity: -1; CaV13 ICDI inh: -6; Peg3 prom inh: 12

What do the screens show for `CC(/C=N/Nc1ccc2nncn2n1)=C\c1ccccc1`?
KKLEB cytotox: -9; Vif inh: -6; NR2E3 ag-1: -2; MITF TRPM1 inh: -50; NR2E3 ag-2: -8; CF NFkB block: -35; Shn3 inh set2: -25; HIF-2a block: -72; PDI turbidity: -7; CaV13 ICDI inh: -20; Peg3 prom inh: -46

What do the screens show for `COc1ccc(NC(=O)C2CC(=O)N(c3cccc(C)c3C)C2)cc1` (configuration not stated)?
KKLEB cytotox: 6; Vif inh: -2; NR2E3 ag-1: 0; MITF TRPM1 inh: 4; NR2E3 ag-2: -1; CF NFkB block: 3; Shn3 inh set2: 1; HIF-2a block: -1; PDI turbidity: -1; CaV13 ICDI inh: -8; Peg3 prom inh: 2

Results for CCc1noc(C)c1C(=O)N(CCCOC)c1c(N)n(Cc2ccccc2)c(=O)[nH]c1=O ?
KKLEB cytotox: 24; Vif inh: 23; NR2E3 ag-1: 0; MITF TRPM1 inh: -6; NR2E3 ag-2: 20; CF NFkB block: -6; Shn3 inh set2: 3; HIF-2a block: 6; PDI turbidity: -13; CaV13 ICDI inh: -6; Peg3 prom inh: 16

Results for C=CCn1c(SCC(=O)Nc2ccc3c(c2)OCCO3)nc2cc(C(=O)O)ccc2c1=O ?
KKLEB cytotox: -4; Vif inh: -15; NR2E3 ag-1: 1; MITF TRPM1 inh: -1; NR2E3 ag-2: -30; CF NFkB block: -15; Shn3 inh set2: -15; HIF-2a block: 20; PDI turbidity: 23; CaV13 ICDI inh: -2; Peg3 prom inh: 3

Results for Cc1sc(NC(=O)c2ccco2)c(C(c2ccncc2)N2CCOCC2)c1C (configuration not stated) ?
KKLEB cytotox: -5; Vif inh: -5; NR2E3 ag-1: 1; MITF TRPM1 inh: 17; NR2E3 ag-2: -11; CF NFkB block: 2; Shn3 inh set2: -4; HIF-2a block: 15; PDI turbidity: 10; CaV13 ICDI inh: -4; Peg3 prom inh: 7

How did CC(=O)c1ccc(N2C(=O)CC(N3CCN(S(=O)(=O)c4cc(C)ccc4C)CC3)C2=O)cc1 (configuration not stated) do in these assays?
KKLEB cytotox: -9; Vif inh: 16; MITF TRPM1 inh: -8; NR2E3 ag-2: 13; CF NFkB block: 18; Shn3 inh set2: 6; HIF-2a block: -1; PDI turbidity: -69; CaV13 ICDI inh: -6; Peg3 prom inh: -2

Results for CN(C)c1ccc(P(=O)(OCc2ccccc2)C(O)c2cccnc2)cc1 (configuration not stated) ?
KKLEB cytotox: 3; Vif inh: -4; NR2E3 ag-1: 4; MITF TRPM1 inh: 12; NR2E3 ag-2: 1; CF NFkB block: -14; Shn3 inh set2: -9; HIF-2a block: 10; PDI turbidity: 3; CaV13 ICDI inh: -4; Peg3 prom inh: -6

How did C=CCOC(=O)C1=C(C)Nc2ncnn2C1c1cccs1 (configuration not stated) do in these assays?
KKLEB cytotox: -3; NR2E3 ag-1: 2; MITF TRPM1 inh: 11; NR2E3 ag-2: -2; CF NFkB block: 1; Shn3 inh set2: -10; HIF-2a block: 5; PDI turbidity: -2; CaV13 ICDI inh: -7; Peg3 prom inh: 17

Arranged by count of non-hydrogen atoms (smallest number first): part of the list above
How did C=CCOC(=O)C1=C(C)Nc2ncnn2C1c1cccs1 (configuration not stated) do in these assays?
KKLEB cytotox: -3; NR2E3 ag-1: 2; MITF TRPM1 inh: 11; NR2E3 ag-2: -2; CF NFkB block: 1; Shn3 inh set2: -10; HIF-2a block: 5; PDI turbidity: -2; CaV13 ICDI inh: -7; Peg3 prom inh: 17

Results for CN(C)c1ccc(P(=O)(OCc2ccccc2)C(O)c2cccnc2)cc1 (configuration not stated) ?
KKLEB cytotox: 3; Vif inh: -4; NR2E3 ag-1: 4; MITF TRPM1 inh: 12; NR2E3 ag-2: 1; CF NFkB block: -14; Shn3 inh set2: -9; HIF-2a block: 10; PDI turbidity: 3; CaV13 ICDI inh: -4; Peg3 prom inh: -6

Results for Cc1sc(NC(=O)c2ccco2)c(C(c2ccncc2)N2CCOCC2)c1C (configuration not stated) ?
KKLEB cytotox: -5; Vif inh: -5; NR2E3 ag-1: 1; MITF TRPM1 inh: 17; NR2E3 ag-2: -11; CF NFkB block: 2; Shn3 inh set2: -4; HIF-2a block: 15; PDI turbidity: 10; CaV13 ICDI inh: -4; Peg3 prom inh: 7

(further entries)
How did COC(=O)c1sc(NC(=O)c2ccoc2C)nc1C do in these assays?
KKLEB cytotox: 4; Vif inh: -9; MITF TRPM1 inh: -23; NR2E3 ag-2: -34; CF NFkB block: 6; Shn3 inh set2: -23; HIF-2a block: -73; PDI turbidity: -4; CaV13 ICDI inh: -5; Peg3 prom inh: -66

How did COc1ccc(CNC(=O)c2csc(Cc3ccc(OC)cc3)n2)cc1 do in these assays?
KKLEB cytotox: 10; Vif inh: -5; NR2E3 ag-1: -2; MITF TRPM1 inh: -12; NR2E3 ag-2: -14; CF NFkB block: -3; Shn3 inh set2: -7; HIF-2a block: -21; PDI turbidity: -5; Peg3 prom inh: 11

What do the screens show for `CC(C)(C)NC(=O)C(c1ccc(F)cc1)N(Cc1ccco1)C(=O)CCC(=O)Nc1nccs1` (configuration not stated)?
KKLEB cytotox: -3; Vif inh: 6; NR2E3 ag-1: 0; MITF TRPM1 inh: 2; NR2E3 ag-2: 1; CF NFkB block: 8; Shn3 inh set2: 4; HIF-2a block: 10; PDI turbidity: -12; CaV13 ICDI inh: -2; Peg3 prom inh: 1

How did O=[N+]([O-])c1ccc(S(=O)(=O)NCC(c2cccnc2)N2CCOCC2)cc1 (configuration not stated) do in these assays?
KKLEB cytotox: -7; Vif inh: -2; NR2E3 ag-1: -1; MITF TRPM1 inh: 3; NR2E3 ag-2: -23; CF NFkB block: 4; Shn3 inh set2: -31; HIF-2a block: 11; PDI turbidity: 6; CaV13 ICDI inh: -3; Peg3 prom inh: 24

How did Cc1c(C(=O)N2CCCC(C)(C(=O)NS(=O)(=O)C3CC3)C2)oc2ccccc12 (configuration not stated) do in these assays?
KKLEB cytotox: 19; Vif inh: -1; NR2E3 ag-2: 17; CF NFkB block: -11; Shn3 inh set2: -32; HIF-2a block: -20; PDI turbidity: -8; CaV13 ICDI inh: -4; Peg3 prom inh: 5

What do the screens show for `CCCC(=O)Nc1cccc(S(=O)(=O)N(C)c2ccccc2)c1`?
KKLEB cytotox: -12; Vif inh: 2; NR2E3 ag-1: 4; MITF TRPM1 inh: 0; NR2E3 ag-2: 5; CF NFkB block: 5; Shn3 inh set2: 22; HIF-2a block: 15; PDI turbidity: 1; CaV13 ICDI inh: -6; Peg3 prom inh: -6

How did C/C(=C\C(=O)c1ccc(Br)cc1)NCc1ccc(C)cc1 do in these assays?
KKLEB cytotox: 4; Vif inh: 8; NR2E3 ag-1: 1; MITF TRPM1 inh: 10; NR2E3 ag-2: -13; CF NFkB block: -12; Shn3 inh set2: -6; HIF-2a block: -75; PDI turbidity: -5; CaV13 ICDI inh: -1; Peg3 prom inh: -51

How did C=CCn1c(N)c(C(=O)NCC2CCCO2)c2nc3ccccc3nc21 (configuration not stated) do in these assays?
KKLEB cytotox: -7; Vif inh: -4; NR2E3 ag-1: 3; MITF TRPM1 inh: -9; NR2E3 ag-2: 13; CF NFkB block: 5; Shn3 inh set2: 5; HIF-2a block: 10; PDI turbidity: 4; Peg3 prom inh: 31

What do the screens show for `O=C(O)C1CCCN1c1nc(-c2ccc(Cl)c(Cl)c2)cc(C(F)(F)F)n1` (configuration not stated)?
KKLEB cytotox: 0; Vif inh: 3; NR2E3 ag-1: 1; NR2E3 ag-2: 34; CF NFkB block: -26; Shn3 inh set2: 5; HIF-2a block: 3; PDI turbidity: -5; CaV13 ICDI inh: -4; Peg3 prom inh: -15

How did CC(=O)Nc1ccc(C(=O)CSc2nnc(-c3ccccc3F)n2CCc2ccccc2)cc1 do in these assays?
KKLEB cytotox: -6; Vif inh: -4; MITF TRPM1 inh: 4; NR2E3 ag-2: -7; CF NFkB block: -7; Shn3 inh set2: 7; HIF-2a block: 13; PDI turbidity: -1; CaV13 ICDI inh: -15; Peg3 prom inh: 8

How did CCN1C(=O)[C@@H]2[C@@H](c3ccc(-c4ccc(F)cc4)c(OC)c3)N3CCCC[C@@]3(C(=O)OC)[C@@H]2C1=O do in these assays?
KKLEB cytotox: -10; Vif inh: 2; NR2E3 ag-1: 4; MITF TRPM1 inh: 1; NR2E3 ag-2: -8; CF NFkB block: 19; Shn3 inh set2: 20; HIF-2a block: -3; PDI turbidity: 1; CaV13 ICDI inh: -2; Peg3 prom inh: 16

How did COc1ccc(Cn2nnc(C(=O)Nc3ccc4c(c3)OCCO4)c2N)cc1Br do in these assays?
KKLEB cytotox: -9; Vif inh: 11; NR2E3 ag-1: 1; MITF TRPM1 inh: -17; NR2E3 ag-2: -59; CF NFkB block: 13; Shn3 inh set2: -8; HIF-2a block: -118; PDI turbidity: 2; CaV13 ICDI inh: -13; Peg3 prom inh: -2

What do the screens show for `[O-][n+]1cccc(C(O)c2ccccc2)c1` (configuration not stated)?
KKLEB cytotox: -1; Vif inh: 21; NR2E3 ag-1: 5; MITF TRPM1 inh: -7; NR2E3 ag-2: -9; CF NFkB block: 4; Shn3 inh set2: -22; HIF-2a block: 19; PDI turbidity: -16; CaV13 ICDI inh: 1; Peg3 prom inh: 15

How did CCCC(=O)n1nc(-c2ccco2)nc1N do in these assays?
KKLEB cytotox: -5; Vif inh: 17; NR2E3 ag-1: 4; MITF TRPM1 inh: -17; NR2E3 ag-2: 9; CF NFkB block: 6; Shn3 inh set2: -9; HIF-2a block: 18; PDI turbidity: -4; CaV13 ICDI inh: -5; Peg3 prom inh: 8
